FLuc modulator = inhibits or activates purified firefly luciferase, miR-21 counter-screen; P08659; purified FLuc, Km substrates, luminescence inhibition; Potency, µM (series often up to 57.5 µM), without a hit: at the highest dose activity change, negative = inhibition, most hits filed as inhibitors; 6.9% of 360,000 active; AID 588342; active = well fitted inhibition curve with a large enough effect; inconclusive = small, poorly fitted or top-dose-only effect;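 note: plate controls were vehicle for no effect and reference inhibitor for full effect; nearly all actives have a fitted effect of over 55% in size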
Target sequence (P08659 whole entry, looked up): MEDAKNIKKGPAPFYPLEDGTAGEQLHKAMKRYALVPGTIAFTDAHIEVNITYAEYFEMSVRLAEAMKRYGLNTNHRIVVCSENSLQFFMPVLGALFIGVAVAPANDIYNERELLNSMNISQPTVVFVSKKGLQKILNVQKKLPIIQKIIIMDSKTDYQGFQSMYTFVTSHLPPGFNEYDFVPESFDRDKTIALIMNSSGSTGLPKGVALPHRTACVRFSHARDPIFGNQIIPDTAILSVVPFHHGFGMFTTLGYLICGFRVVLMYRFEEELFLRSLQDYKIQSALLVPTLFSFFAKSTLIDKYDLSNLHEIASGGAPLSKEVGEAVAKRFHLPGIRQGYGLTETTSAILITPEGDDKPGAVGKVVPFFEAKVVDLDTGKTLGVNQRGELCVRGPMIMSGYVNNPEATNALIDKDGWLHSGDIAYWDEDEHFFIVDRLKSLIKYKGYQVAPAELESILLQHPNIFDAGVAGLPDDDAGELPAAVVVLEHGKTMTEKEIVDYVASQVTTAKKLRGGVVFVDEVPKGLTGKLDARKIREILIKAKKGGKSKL
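Biochemical qHTS of compounds, final roughly 60 µM downward over six points, against 10 nM purified firefly luciferase using Km concentrations of substrates (10 uM D-luciferin, 10 uM ATP) in Tris acetate pH 7.5 buffer; luminescence output.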
* marks the source's active call; other numbers are inactive results; ? = inconclusive. Potency is the fitted concentration of half-maximal effect.

SMILES | FLuc modulator
CCOc1ccccc1NC(=O)N1CCC(n2c(C)nc3cccnc32)CC1 | -6.4%
O=C(Nc1ccc(Br)cc1F)c1cc(S(=O)(=O)NC2CCCCC2)ccc1F | 0.5%
CCOc1ccc(-n2cc(-c3ccccc3)c3c(NC4CCCCC4)ncnc32)cc1 | -8.2%
COc1ccc(NC(=O)c2cc(C3CC3)nc3c2c(C)nn3-c2ccccc2)cc1OC | -11.0%
Cc1cc(F)ccc1NC(=O)CCS(=O)(=O)c1ccc2c(c1)CC(C)N2C(=O)C1CC1 (stereo unspecified) | -9.5%
Cn1c(=O)oc2cc(S(=O)(=O)NC(Cc3ccccc3)C(=O)NCc3ccccc3Cl)ccc21 (stereo unspecified) | 3.6%
CCOC(=O)Cc1ccc(NC(=O)NCc2ccc3c(c2)CCN3C(=O)CC)cc1 | 2.5%
COc1ccc(CCNC(=O)c2cnc3sc(N4CCCCCC4)nn3c2=O)cc1OC | -0.5%
COC(=O)c1c(NC(=O)COc2ccc(C)cc2Br)sc2c1CCCC2 | -3.3%
Cc1ccccc1Cn1c(C)c(CNCc2ccccc2)c(C(=O)O)c1C | -11.6%
COc1ccc(CNC(=O)c2ccc(-c3nc(CSc4ccccc4)c(C)o3)cc2)c(OC)c1 | -3.2%
CC(=O)Nc1cccc(NC(=O)Cn2cnc3c(oc4ccccc43)c2=O)c1 | -1.2%
N#Cc1c(-c2ccccc2)cc(-c2ccccc2)nc1SCC(O)CS(=O)(=O)Cc1ccc(Cl)cc1 (stereo unspecified) | ?
Cc1cccc(NC(=O)Cn2cc(S(=O)(=O)N3CCCC3)c(S(=O)(=O)N3CCCC3)c2)c1C | -5.1%
Cc1ccc(Cl)cc1-n1ncc2c(Nc3ccc4c(c3)OCCO4)ncnc21 | 10.7µM*
COCCN1C(=O)c2oc3ccc(C)cc3c(=O)c2C1c1ccc(C(=O)OC)cc1 (stereo unspecified) | -0.9%
Cc1ccc(C2CC(=O)N(Cc3ccc(F)cc3)c3c2c(C)nn3-c2nc(C)cc(C)n2)cc1 (stereo unspecified) | 5.3%
NC(=O)c1c(NC(=O)c2noc3c2CCCC3)sc2c1CCCC2 | ?
Cc1ccc(C)c(NC(=O)Cn2nnc(C(=O)NCc3ccccc3Cl)c2N)c1 | -4.5%
Cc1cccc(NC(=O)N2CCC(CN3CCCCCC3)CC2)c1C | -1.3%
CC1CCCN(c2cc3c(cc2F)c(=O)c(S(=O)(=O)c2cccc(Cl)c2)cn3C)C1 (stereo unspecified) | -1.2%
COc1ccccc1OCC(=O)N(Cc1ccc(N(C)C)cc1)CC1CCCO1 (stereo unspecified) | 5.0%
CCCCOC(=O)c1c(C)oc2ccc(NS(=O)(=O)c3ccc(F)cc3C)cc12 | ?
CCN1CCN(Cc2c(O)ccc3c(C)c(-c4ccc(OC)cc4)c(=O)oc23)CC1 | -5.5%
CCCS(=O)(=O)c1nc(S(=O)(=O)c2ccc(C)cc2)c(N(CC)CC)s1 | -0.2%
COc1ccc(NC(=O)Cn2c(=O)oc3cc(S(=O)(=O)N4CCC(C)CC4)ccc32)c(OC)c1 | ?
COc1ccc(OC)c(NC(=O)CSc2nc3ccccc3c(=O)n2CCC(=O)NC2CCCCC2)c1 | -0.5%
O=C(Cn1cc(SCc2cccc(Cl)c2)c2ccccc21)N1CCCCC1 | ?
COc1ccc(OC)c(CNC(=O)CN2N=C(c3ccc(Cl)cc3)CCC2=O)c1 | -0.2%
CSc1ncc(C(=O)NCc2ccc(Cl)cc2)c(C(F)(F)F)n1 | 2.1%
COc1cc(OC)c(N(C)C(=O)c2sc3nc4n(c(=O)c3c2C)CCCC4)cc1Cl | ?
O=C(Nc1ccc(Cl)cc1)c1cnn2c1NC(c1ccccc1)=CC2c1ccccc1 (stereo unspecified) | 1.4%
CC(C)(C)C(=O)Nc1ccc2nc(SCC(=O)N3CCCC3)sc2c1 | ?
COCCn1c(C)cc(O)c(C(c2ccc(Cl)cc2)N2CCCCC2)c1=O (stereo unspecified) | -8.0%
CCOc1ccc(CNC(=O)C2CCCN(S(=O)(=O)N(CC)c3ccc(OCC)cc3)C2)cc1 (stereo unspecified) | -14.8%
COc1ccc(-c2nc(CN3CCC(C(=O)NCCc4ccccc4)CC3)c(C)o2)cc1OC | 4.3%
COc1ccc(-c2cc(C(F)(F)F)nc(S(=O)(=O)CCCC(=O)Nc3ccccc3C(F)(F)F)n2)cc1OC | -3.5%
O=C(CSc1nc2nccnc2c(=O)n1CCc1c[nH]c2ccccc12)Nc1ccccc1 | -4.5%
COc1ccc(Cl)cc1NC(=O)c1cc(-c2ccc3c(c2)OCO3)on1 | -2.0%
Cc1coc2cc3oc(=O)c(CCC(=O)NCc4ccccc4Cl)c(C)c3cc12 | -8.3%
Cc1cccc(C(=O)NCc2cn3cccc(C)c3n2)c1 | 2.0%
COc1ccc(-c2cc(C(F)(F)F)n3nc(C(=O)Nc4cc(C(F)(F)F)ccc4Cl)cc3n2)cc1OC | 1.5%
COc1ccccc1-c1nc(SCC(=O)Nc2ccc(C)c(C)c2)n[nH]1 | ?
COc1cc(NC(=O)CSc2nc3nc(C)c(Cc4ccccc4Cl)c(C)n3n2)cc(OC)c1 | -8.0%
Cc1cccc(NC(=O)Cn2nc(N3CCN(c4ccccc4)CC3)ccc2=O)c1C | 2.3%
COc1ccc(-c2cc(C(C)=O)c(C)n2CCC(=O)NC2CCCCC2)cc1 | -0.3%
CCOc1ccccc1NC(=O)C1CCN(S(=O)(=O)Cc2ccccc2)CC1 | -16.0%
COc1ccc(CCNC(=O)c2ccc3c(c2)N(Cc2ccccc2Cl)C(=O)c2ccccc2S3)cc1OC | -1.7%
COC(=O)c1c(NC(=O)COc2ccc(C(C)C)cc2)sc2c1CCCC2 | 5.3%
COC(=O)c1sc(N2C(=O)c3oc4ccccc4c(=O)c3C2c2ccc(O)cc2)nc1C (stereo unspecified) | -6.4%

Next compounds.
SMILES | FLuc modulator
Cc1ccccc1NC(=O)c1c(C)oc2ccc(O)c(CN3CCN(C)CC3)c12 | -6.9%
CCc1ccc(S(=O)(=O)N(C(=O)Oc2ccccc2)c2ccc3oc(C)c(C(=O)OC)c3c2)cc1 | -2.1%
CCOC(=O)c1c(S(=O)(=O)NCC(=O)N(C)c2ccc(C)cc2)c(C)n(C)c1C | -6.6%
Cc1ccc(N2CC(NC(=O)/C=C\c3ccc4c(c3)OCO4)CC2=O)cc1 (stereo unspecified) | -0.2%
COc1ccc(-c2noc(CSCC(=O)Nc3cc(OC)c(OC)c(OC)c3)n2)cc1OC | -1.8%
CCN(Cc1ccccc1)Cc1c(O)ccc2c(=O)c(-c3ccc(Cl)cc3)c(C(F)(F)F)oc12 | -1.0%
Cc1cccc(CSc2cn(CC(=O)N3CCCC3)c3ccccc23)c1 | 15.1µM*
Cc1ccc(NC(=O)c2sc3ncnc(N(C)C4CCCCC4)c3c2C)cc1 | -6.5%
CC(C)(C)c1ccc(OCCOCCn2c(-c3ccc(Cl)cc3)nc3ccccc3c2=O)cc1 | -7.1%
O=C(Cn1c(=O)nc(-c2ccccc2)c2ccccc21)NCc1ccc(Cl)cc1 | 0.5%
O=C(CCc1nnc2n(Cc3ccccc3Cl)c(=O)c3ccccc3n12)Nc1ccc(F)c(F)c1 | -0.4%
CCc1ccc2oc(C(=O)Nc3sc4c(c3C(=O)NC)CCCC4)cc(=O)c2c1 | 3.0%
Cc1cccc(-n2ncc3c(N4CCN(c5ccccc5)CC4)ncnc32)c1 | -2.2%
Cc1cc(Cl)ccc1-n1c(CCC(=O)O)ccc1-c1cccs1 | ?
CCOc1ccc(C2=NC(c3ccc(OC)cc3)=Nc3ccc(Cl)cc3N2)cc1 | ?
CCOc1ccc(-c2nonc2NC(=O)c2ccc(C)cc2)cc1OCC | -3.7%
O=C(CCCn1c(=O)c2sccc2n(Cc2ccc(F)cc2Cl)c1=O)NCc1ccc2c(c1)OCO2 | -11.9%
CCc1ccc(-c2nc3c(c(SCc4ccc(F)cc4)n2)Cc2c(CO)cnc(C)c2O3)cc1 | 2.9%
COc1ccc(N2CC(NC(=O)/C=C\c3ccc4c(c3)OCO4)CC2=O)cc1 (stereo unspecified) | -13.3%
CCOc1ccc(CCNC(=O)c2nn(-c3ccc(OC)cc3)c(=O)c3c2c2ccccc2n3C)cc1OCC | -1.6%
Cc1cc2nc(-c3cc(NC(=O)c4cc5ccccc5o4)ccc3Cl)oc2cc1C | ?
O=C1CC(c2ccccc2)Cc2[nH]c(=O)c(-c3nc(-c4ccc(Cl)c(Cl)c4)cs3)cc21 (stereo unspecified) | -6.3%
Cc1ccc(C)c(CNC(=O)c2ccc3c(c2)nc2n3CCCCC2)c1 | 15.1µM*
COc1cccc(Nc2c3c(nc4nncn24)CCC3)c1 | 1.1%
COC(=O)c1c(NC(=O)COc2cc(C)c(Cl)c(C)c2)sc2c1CCCC2 | -0.8%
Cc1cc(C(=O)C(=O)Nc2nncs2)c(C)n1-c1ccc(Cl)cc1 | -12.1%
Cc1cccc(CC(=O)N2CC(=O)Nc3ccc(C)cc3C2c2ccc(F)cc2)c1 (stereo unspecified) | 4.1%
COc1ccc(-c2csc(-c3c(N)c(C(=O)c4ccccc4)n4ccccc34)n2)cc1 | -2.3%
COc1ccccc1NC(=O)c1c(NCc2ccc(OC)c(OC)c2OC)sc2c1CCC2 | -5.4%
Cc1ccc(C2C=C(c3ccc(Cl)cc3)Nc3nc(NS(=O)(=O)c4ccccc4)nn32)cc1 (stereo unspecified) | ?
CCn1cc(S(=O)(=O)c2cccc(Cl)c2)c(=O)c2cc(F)c(N3CCN(C)CC3)cc21 | -0.4%
COc1ccc(CNC(=O)C2CCN(S(=O)(=O)c3ccc4c(c3)CCCN4C(C)=O)CC2)cc1 | 0.7%
O=c1c2c3c(sc2nnn1CCCCOc1ccc(Cl)cc1)CCCC3 | 4.6%
COc1ccc(N2C(=O)CCSC23C(=O)N(Cc2ccc(F)cc2)c2ccccc23)cc1Cl (stereo unspecified) | 1.7%
NS(=O)(=O)c1ccc(CCNC(=O)c2nc(SCc3ccccc3F)ncc2Cl)cc1 | 0.6%
Cc1ccc(Nc2ncnc3c2nc2n3CCCC2)c(Br)c1 | 3.79µM*
Cc1ccc(CCNC(=O)Cn2nc(C)c3c(C)n(-c4ccc(C)cc4)nc3c2=O)cc1 | 1.4%
CCS(=O)(=O)N1CC(=O)N(c2ccc(Cl)cc2C)C(C)(C(=O)NC2CCCCCC2)C1 (stereo unspecified) | -4.7%
COc1ccc(CNC(=O)CCC(=O)N2CCSc3ccccc32)cc1 | 5.0%
Cc1nnc(N2CCC(C(=O)NCCc3ccccc3)CC2)c2nn(-c3ccc(Cl)cc3)c(C)c12 | -1.0%

The closing four entries of the section before are carried over, then new ones follow:
SMILES | FLuc modulator
Cc1ccc(CCNC(=O)Cn2nc(C)c3c(C)n(-c4ccc(C)cc4)nc3c2=O)cc1 | 1.4%
CCS(=O)(=O)N1CC(=O)N(c2ccc(Cl)cc2C)C(C)(C(=O)NC2CCCCCC2)C1 (stereo unspecified) | -4.7%
COc1ccc(CNC(=O)CCC(=O)N2CCSc3ccccc32)cc1 | 5.0%
Cc1nnc(N2CCC(C(=O)NCCc3ccccc3)CC2)c2nn(-c3ccc(Cl)cc3)c(C)c12 | -1.0%
CC1CCCN(c2c(S(=O)(=O)c3ccccc3)cnc3ccc(Cl)cc23)C1 (stereo unspecified) | -10.1%
COc1cccc(CNC(=O)C2CCN(Cc3cc4ccccc4n3Cc3ccccc3)CC2)c1OC | 4.1%
CCOc1ccc(Oc2nc(NCC(C)C)nc(N3CCOCC3)n2)nn1 | 2.1%
Nc1c(C(=O)Nc2cccc(C(F)(F)F)c2)c2ccccn2c1C(=O)c1ccccc1 | -1.3%
CCc1ccccc1NC(=O)Cn1ccn(Cc2ccccc2)c(=O)c1=O | -5.8%
Cc1c2cnn(CC(=O)Nc3ccc(F)cc3F)c(=O)c2c(C)n1Cc1cccc(Cl)c1 | -7.3%
Cc1ccc(Cn2c(=O)n(-c3ccc(C)cc3)c(=O)c3c2c2cc(C)ccc2n3C)cc1 | 0.9%
COc1ccc(S(=O)(=O)N(CCc2ccccc2)CC(=O)NCc2ccc(C)cc2)cc1 | -15.0%
O=C(Nc1ccc(Cl)cc1Cl)c1cc(S(=O)(=O)N2CCN(c3ccccc3F)CC2)ccc1F | -2.0%
Cc1ccc(CNC(=O)c2cc3c(s2)-c2c(C)cccc2OC3)cc1 | -2.5%

Look-ups from the results shown:
FLuc modulator with CC1CCCN(c2c(S(=O)(=O)c3ccccc3)cnc3ccc(Cl)cc23)C1 (stereo unspecified) stands at -10.1%
FLuc modulator with O=C(Nc1ccc(Cl)cc1Cl)c1cc(S(=O)(=O)N2CCN(c3ccccc3F)CC2)ccc1F stands at -2.0%

Carrying on:
SMILES | FLuc modulator
Cc1oc(-c2ccc(C(=O)NCc3ccc(N(C)C)cc3)cc2)nc1COc1ccccc1 | -3.5%
COc1cccc(CNc2ncnc3onc(-c4ccc(F)cc4)c23)c1 | -5.8%
Cc1ccc(NC(=O)c2sc3nc[nH]c(=O)c3c2C)cc1C | ?
CC(=O)Nc1cc(C(=O)NCc2ccc(C)cc2)ccc1Sc1ccc(C)cc1 | -1.8%
COc1ccc(Cl)cc1NC(=O)N1CCC(CN2CCCCCC2)CC1 | -2.0%
Cc1nc2cccnc2n1C1CCN(C(=O)Nc2ccccc2C(F)(F)F)CC1 | -2.3%
CCCCOc1ccccc1Cn1c(=O)sc2ccccc21 | -15.5%
Cc1ccc(NC(=O)CSc2ncc3c(n2)-c2ccccc2N(C)S3(=O)=O)c(Cl)c1 | -8.9%

Pulled one by one from the list above, five records:
SMILES | FLuc modulator
COc1cccc(CNc2ncnc3onc(-c4ccc(F)cc4)c23)c1 | -5.8%
Cc1oc(-c2ccc(C(=O)NCc3ccc(N(C)C)cc3)cc2)nc1COc1ccccc1 | -3.5%
COc1ccc(Cl)cc1NC(=O)N1CCC(CN2CCCCCC2)CC1 | -2.0%
Cc1ccc(NC(=O)c2sc3nc[nH]c(=O)c3c2C)cc1C | ?
CC(=O)Nc1cc(C(=O)NCc2ccc(C)cc2)ccc1Sc1ccc(C)cc1 | -1.8%

A portion of the library; rates above refer to the full screens.
